Screening data (PubChem BioAssay)
KAT2A inh: GCN5L2 (KAT2A) acetyltransferase inhibition; Potency, µM (top dose mostly 58.9 µM), for inactives: at the top dose activity change, negative = inhibition, most hits filed as inhibitors; GCN5L2 HAT assay, ThioGlo1 CoA-SH fluorescence; AID 504327; Q92830; 390,000 tested, 0.21% active
Target sequence (Q92830 whole entry, looked up): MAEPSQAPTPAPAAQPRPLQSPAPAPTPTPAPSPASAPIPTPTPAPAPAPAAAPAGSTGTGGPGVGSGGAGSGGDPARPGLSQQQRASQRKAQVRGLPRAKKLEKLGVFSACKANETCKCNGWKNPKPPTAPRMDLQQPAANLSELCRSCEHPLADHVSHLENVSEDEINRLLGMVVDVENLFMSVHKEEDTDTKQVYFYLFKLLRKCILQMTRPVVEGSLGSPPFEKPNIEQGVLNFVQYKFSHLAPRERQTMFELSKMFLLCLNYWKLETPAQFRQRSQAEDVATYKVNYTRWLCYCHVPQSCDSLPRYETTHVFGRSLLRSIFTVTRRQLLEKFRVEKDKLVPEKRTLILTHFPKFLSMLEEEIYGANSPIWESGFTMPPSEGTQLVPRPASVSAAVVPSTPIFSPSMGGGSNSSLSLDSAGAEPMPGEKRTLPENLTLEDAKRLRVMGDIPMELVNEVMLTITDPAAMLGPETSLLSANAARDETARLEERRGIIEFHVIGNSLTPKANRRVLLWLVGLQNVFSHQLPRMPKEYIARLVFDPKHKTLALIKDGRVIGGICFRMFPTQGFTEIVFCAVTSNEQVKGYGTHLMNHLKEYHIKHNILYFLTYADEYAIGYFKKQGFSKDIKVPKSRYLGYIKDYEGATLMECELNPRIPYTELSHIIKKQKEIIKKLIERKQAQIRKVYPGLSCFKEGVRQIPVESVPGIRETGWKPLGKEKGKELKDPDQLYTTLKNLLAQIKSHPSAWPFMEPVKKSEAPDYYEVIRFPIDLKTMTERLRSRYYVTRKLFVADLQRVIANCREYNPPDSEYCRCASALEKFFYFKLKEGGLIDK
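Enzyme at 20nM final was mixed with library compounds for 15 min at room temperature. Peptide H3(1-25) at 75uM, acetyl-CoA at 70uM and ThioGlo1 at 50uM were then added. Plates were read immediately and after 20 min (Ex340nm/Em540nm).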
TDP1 cell noCPT: qHTS for Inhibitors of human tyrosyl-DNA phosphodiesterase 1 (TDP1): qHTS in cells in absence of CPT | DT40 Tdp1-/- hTDP1 cells, no CPT, ATP luminescence, 48 h | Potency, µM (series often up to 46.2 µM), for the others: at the highest dose activity change, negative = growth inhibition, most hits filed as inhibitors | 420,000 tested, 15% active | AID 686978, 2013; also: nearly all actives have a fitted effect of over 55% in size
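Readout: luminescence from CellTiter-Glo after 30 min in the dark at RT. Cells: DT40 Tdp1-/- with stable hTDP1, 400/well. Exposure: compounds alone, ≥48 hr, 37 °C.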
DT40 TDP1 CPT: DT40-hTDP1 cell growth loss with CPT; 420,000 tested, 12% active; AID 686979; Potency, µM (doses to about 46.2 µM), for the others: top-dose activity change, negative = growth inhibition, hits mostly inhibitors; chicken DT40 Tdp1-/-;hTDP1 cells + 20 nM CPT, ATP luminescence, 48 h; also: nearly all actives have a fitted effect of over 55% in size
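Chicken DT40 Tdp1-/- cells complemented with human TDP1, 400 cells/well, exposed to compounds plus 20 nM camptothecin for at least 48 h at 37 C; viability read as ATP content by CellTiter-Glo luminescence.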
Numbers without * were called inactive; ? = inconclusive; . = not tested or not shown; & = joins results of further samples; [ ] = another dose, or the depositor's remark. Calls follow the shape of the dose curve; as a rule, active = well fitted curve in the direction sought with a large enough effect; inconclusive = small, poorly fitted or top-dose-only effect, or another doubt; inactive = no such curve, though single readings can be large; an effect the other way counts as inactive or inconclusive. % is scaled to controls: 0 for no effect and ±100 for the full control effect; potency is read from the fitted curve at half-maximal effect.

SMILES	KAT2A inh	TDP1 cell noCPT	DT40 TDP1 CPT
NC(=O)C1(NC(=O)[C@@H]2CC3(CC(c4cccc(NC(=O)[C@@H]5CCC(=O)N5)c4)=NO3)CN2C(=O)Cc2ccc(Cl)cc2)CC1 (stereo not given in full)	-16.1%	-6.7%	-0.2%
C/[N+]([O-])=C/c1c(OCc2ccccc2)ccc2ccccc12	-10.8%	23.1µM*	-0.9%
COCCNc1nc(-c2ccc(Cl)cc2C)c2sccc2n1	.	?	?
COC(=O)c1ccc2nc(-c3ccc(OC)c(OC)c3)c(Cc3cccc(F)c3)n2c1	.	13µM*	11.6µM*
O=C(c1ccc2c(c1)OCO2)N1CCC2(CC1)Oc1ccc(F)cc1C(=O)C21CC(c2cccnc2)=NO1 (stereo not given)	20.1%	-0.3%	-5.1%
COc1ccc(C2(CNC(=O)c3cccs3)CCOCC2)cc1	0.0%	-4.1%	2.4%
Cc1c(N)c(C(C)(C)C)cc(C(C)(C)C)c1[N+](=O)[O-]	-4.7%	?	?
COC(=O)CCC(=O)Nc1cccc(C(=O)Nc2cccc(Cl)c2)c1	-4.1%	-9.5%	-13.9%
O=C(NCC1CCCO1)c1cccc(NC(=O)c2ccc(Br)cc2)c1 (stereo not given)	3.2%	-13.2%	?
O=C(NCc1ccccc1Cl)C1CCCN(C(=O)c2cnn(-c3ccccc3)c2-n2cccc2)C1 (stereo not given)	1.6%	?	?
O=S(=O)(c1ccccc1)c1nc(-c2ccccc2F)oc1N1CCOCC1	0.9%	?	?
CC(C)(C)c1ccc(S(=O)(=O)NC(=O)C2(C)CCN2C(=O)C2CCCCC2)cc1 (stereo not given)	.	11.9%	1.7%
Cc1ccc(CCN2CC(C(=O)NCCCOC(C)C)CC2=O)cc1 (stereo not given)	-1.5%[0.501 µM]	2.4%	-10.9%
Cc1cccc(N2CCN(C(=O)C3CCN(Cc4nc(-c5ccc(Cl)cc5)oc4C)CC3)CC2)c1C	-6.3%	?	?
C=CCOc1cccc(C(=O)N2CCCC(Nc3ccc4c(c3)OCCO4)C2)c1 (stereo not given)	?	-20.1%	-2.2%
CCOC(=O)[C@@H]1[C@H]2COc3ccc(Br)cc3[C@@H]2N2C(=O)N(c3ccc(C)cc3)C(=O)[C@@]12C	1.0%	?	?
COc1ccc2[nH]c(C(=O)N3CCCN(Cc4ccc(F)cc4)CC3)cc2c1	1.7%	?	?
Cc1ccccc1CN1CCc2nc(N3CCN(c4ncccn4)CC3)ncc2C1	1.0%	20.6µM*	?
C/C(CC(=O)Nc1ccccc1F)=N\NC(=O)Cc1ccc(Cl)cc1	-7.7%	-1.3%	4.2%
Cc1nn(C)c(Cl)c1NC(=O)OCc1ccc(F)cc1	35.1%[activator]	16.4µM*	?
CCCOP(=O)(c1ccc(N(C)C)cc1)C(O)c1ccc(Br)cc1 (stereo not given)	25.2%	?	-11.3%
CCC(NC(=O)C1C2C=CC(C2)C1C(=O)O)c1ccc(C)cc1 (stereo not given)	0.4%	-6.0%	0.8%
CC(C)(C)c1ccc(-n2ncc3c2CCCC3NC(=O)c2ccco2)cc1 (stereo not given)	.	14.6µM*	20.6µM*
CC1(C)OC(=O)C(=CNC(=O)c2c(F)cccc2F)C(=O)O1	-4.0%	-20.4%	-18.5%
CN(C1CC(C)(C)NC(C)(C)C1)S(=O)(=O)CC12CCC(CC1=O)C2(C)C (stereo not given)	26.1%	17.1%	2.2%
Cc1cccc(C2=NC(C(F)(F)F)(C(F)(F)F)c3c(n(-c4ccc(F)cc4)c(=O)[nH]c3=O)N2)c1	-23.9%	16.4µM*	20.6µM*
COc1ccc(C(=O)NCC(C)(C)CNC(=O)c2ccc(OC)cc2)cc1	.	-25.5%	-28.1%
COc1ccc(N(CC(=O)NC2CCCCC2)C(=O)c2snc(C(N)=O)c2N)cc1	-5.1%	-3.9%	-8.4%
COC(=O)C1=CN(c2cccc(Cl)c2)C=C(C(=O)OC)C1c1cccc(OC)c1	-18.5%	?	?
Cc1ccc(NC(C)C(=O)N/N=C/c2c[nH]c3ccccc23)cc1 (stereo not given)	0.9%	?	-4.2%

Overlap with the part before: 4 compounds, followed by the next part.
SMILES	KAT2A inh	TDP1 cell noCPT	DT40 TDP1 CPT
COc1ccc(C(=O)NCC(C)(C)CNC(=O)c2ccc(OC)cc2)cc1	.	-25.5%	-28.1%
COc1ccc(N(CC(=O)NC2CCCCC2)C(=O)c2snc(C(N)=O)c2N)cc1	-5.1%	-3.9%	-8.4%
COC(=O)C1=CN(c2cccc(Cl)c2)C=C(C(=O)OC)C1c1cccc(OC)c1	-18.5%	?	?
Cc1ccc(NC(C)C(=O)N/N=C/c2c[nH]c3ccccc23)cc1 (stereo not given)	0.9%	?	-4.2%
O=C(NC(=S)Nc1ccc(S(=O)(=O)N2CCCC2)cc1)c1cccs1	-13.2%	?	?
O=C(Oc1ccc(-c2ccccc2)cc1)N1CCOCC1	-9.9%	-16.3%	?
Cc1cc(C(F)F)n2ncc(C(=O)NCc3ccccc3C(F)(F)F)c2n1	-11.0%	?	?
COc1cccc(-c2cc(NC=O)c3ncc(-c4ccc(C(C)=O)cc4)n3c2)c1	.	2.31µM*	3.66µM*
CSc1ccc(S(=O)(=O)Nc2c(C)cccc2C)cc1	-3.1%	-18.8%	-2.1%
CCCCc1nnc(NC(=O)CN2C(=O)c3ccccc3C2=O)s1	2.6%	0.6%	0.8%
CC1CCCN(Cc2c(C(=O)N3CCc4ccccc4C3)nc3ccc(Cl)cn23)C1 (stereo not given)	-2.6%	?	?
Cc1cc(=O)[nH]c(Cc2ccc(OC(C)C)cc2)n1	1.6%	-6.4%	3.3%
O=C(Cn1ccn(-c2ccc(F)c(F)c2)c(=O)c1=O)NCCc1ccccc1	-5.3%&-13.4%	?	?
Cc1onc(-c2c(Cl)cccc2Cl)c1C(=O)N1CCN(c2ccccc2F)CC1	-14.2%	?	?
Cc1cc(C)c(S(=O)(=O)c2ccccc2C)c(OCCO)n1	-15.1%	-14.7%	30.2%[activator]
CCn1c2ccc(F)cc2c2nc3ccccc3nc21	-3.4%	?	-4.3%
CC1(C)CN(CCc2ccccc2)C(=O)[C@H]1CC(=O)Nc1ccccc1	.	-9.5%	-23.8%
Cc1cccc(NC(=O)C2CCN(C(=O)[C@@H]3Cc4ccccc4CN3)CC2)c1	1.5%	-16.0%	4.8%
O=C(Cn1cc(SCc2ccc(F)cc2)c2ccccc21)N1CCCCC1	-8.8%	16.4µM*	16.4µM*
O=C(N/N=C/c1ccco1)Nc1ccccc1	-9.3%	1.2%	11.3%
CCCCC[C@H](C)N1C[C@@H](COCc2ccccc2)Oc2cc(N3CC[C@H](O)C3)ccc2S1(=O)=O	.	?	?
COc1cc(C(=O)NCC(c2cccs2)N2CCOCC2)cc(OC)c1OC (stereo not given)	0.2%	-25.9%	-9.7%
O=C(O)C=C(Br)Br	-0.5%	1.9%	15.9%
CN(C)/C=C(\C#N)C(=O)Nc1ccccc1	-5.8%	1.2%	-8.6%
CCOC(=O)N1CCN(C(=O)Cc2ccc(-n3c(=S)[nH]c4ccccc4c3=O)cc2)CC1	-7.3%	-15.2%	-1.9%
O=C(Cc1ccccc1F)NC1CCCN(Cc2ccc(Cl)cc2)C1 (stereo not given)	-6.2%	-16.1%	-23.8%
COc1cc2nc(SCC(=O)NCCc3ccccc3)n(Cc3ccco3)c(=O)c2cc1OC	0.1%	-5.5%	-15.7%
COc1ccc(-c2nc(CS(=O)CC(=O)NCCCN3CCCC(C)C3)c(C)o2)cc1OC (stereo not given)	1.2%	9.5%	14.7%
CCN1CCN(c2ccc(S(=O)(=O)N3CCCCC3)cc2NC(=O)c2cccc(C)c2)CC1	0.9%	?	?
CCOC(=O)N1CCN(C(=O)C(=O)NN)CC1	26.3%	-2.5%	0.7%
C[C@@H](/C=C\c1cccc(Oc2ccc(F)cc2)c1)N(O)C(N)=O	-21.9%	?	?
Cc1ccc(CNC(=O)c2ccc3c(c2)N(Cc2cccc(C)c2)C(=O)CS3)cc1	-0.3%	20.6µM*	?
Cc1cc(C)nc(N(C#N)CCOc2ccc(Cl)cc2)n1	-3.3%	-24.2%	2.9%
O=C(CSc1nc2[nH]ncc2c(=O)[nH]1)Nc1ccccc1C(F)(F)F	-0.2%	-5.5%	-5.7%
Cc1c(C(=O)NCCCN2CCOCC2)oc2c1C1(CCC2)SCCS1	0.4%	23.1µM*	11.6µM*
CC(C)[C@H](NC(=O)[C@H](Cc1ccccc1)n1c(=O)[nH]c2ccccc2c1=O)C(=O)N1CCC[C@@H]1C(=O)O	-8.8%	-4.3%	16.5%
CCC(C)(C)n1nnnc1CN1CCC(c2nc3ccc(C)cc3[nH]2)CC1	1.3%	?	?
COc1ccc(CN(C)C[C@H]2Oc3c(NC(=O)Nc4ccccc4)cccc3C(=O)N([C@H](C)CO)C[C@@H]2C)cc1	-6.9%	29.1µM*	16.4µM*
Cn1nc(C(=O)N2CCN(c3ccc(Cl)cc3)CC2)c2c1-c1ccccc1S(=O)(=O)C2	-8.7%&-3.5%	?	16.4µM*
CCOC(=O)Cc1cc(=O)[nH]c(Nc2nc3ccccc3o2)n1	-8.7%	?	?
CCn1ncc(C2=NOC(C(=O)N3CCC(C(N)=O)CC3)C2)c1C (stereo not given)	2.9%	2.2%	7.3%
CCOC(=O)c1c(C)n(CC(O)c2ccccc2)c2ccc(O)cc12 (stereo not given)	-0.3%	18.4µM*	?
CC1(C)CC(=O)C2=C(C1)NC1=C(C(=O)c3ccccc31)C2c1ccc(O)cc1 (stereo not given)	-4.6%	?	?
COc1ccccc1CCN1C(=S)NC(C)(C)CC1(C)O (stereo not given)	-6.7%	?	?
Cc1cc(Cl)ccc1OCC(=O)NNC(=O)c1cccnc1	-2.7%	3.5%	-13.0%
Cc1ccccc1N(CC(=O)NC1CCCCC1)C(=O)c1csnn1	-0.6%	-6.7%	-1.3%
CCn1nc(C(=O)N2CCc3ccccc3C2)c2ccccc2c1=O	-10.0%	-26.7%	-2.9%
Cc1cccc(N2CCN(S(=O)(=O)c3cc(Br)cc4c3N(C(=O)C3CC3)CC4)CC2C)c1 (stereo not given)	-1.7%	?	?
O=C(Nc1ccc(Cl)cc1)NC1CCCCC1Cc1ccco1 (stereo not given)	-10.4%	18.4µM*	?
CN(C)c1ccc(C(=O)OCC(=O)NCCNC(=O)COC(=O)c2ccc(N(C)C)cc2)cc1	-2.5%	?	-22.4%
CCOc1ccc(NC(=O)Cn2cc(C(=O)c3ccc(CC)cc3)c(=O)c3cc(OC)c(OC)cc32)cc1	-2.5%	?	-4.0%
CSc1ncc(Cl)c(C(=O)Nc2ccccc2Cl)n1	31.9%[activator]	-4.3%	-10.1%
Cc1cc(C)n(-c2ccc(C(=O)Nc3ccc(C)c(S(=O)(=O)N(C)C)c3)cc2)n1	-8.7%	?	?
CC(C)c1ccccc1NC(=O)c1ccco1	0.4%	-5.4%	-12.0%
COc1ccc(NC(=O)CN2CCN(C(=O)c3ccco3)CC2)c(OC)c1	-2.4%	-15.3%	-5.2%
CCCn1c(/N=C/c2cc(OC)ccc2O)nc2ccccc21	-2.8%	?	-11.1%
CC(C)c1nc(SCC(=O)Nc2cccc(C(F)(F)F)c2)c2c(=O)n(C)c(=O)n(C)c2n1	-2.3%	3.66µM*	4.61µM*
Cc1ccc(C(=O)OCC(=O)Nc2ccc3c(c2)OCO3)o1	-3.4%	?	?
O=C(NCCCNC(=O)c1cncc(O)c1)c1cncc(O)c1	-3.2%	0.0%	24.3%
COC(=O)[C@@H](Cc1c[nH]c2ccccc12)NC(=O)CCC(=O)c1ccc(F)cc1	-6.2%	19.8%	-9.0%
C/C(=N\NC(=O)CC#N)c1cc2ccccc2oc1=O	-9.9%	-2.0%	-19.8%
OCCCN1c2ccccc2Nc2nnc(-c3ccccc3)cc21	-3.8%	?	?
Cc1ccsc1C1CC(=O)Nc2ccccc2S1 (stereo not given)	-5.0%	?	?
COc1ccc(OC)c(/C(C)=N/Nc2ccc(C(=O)O)cc2)c1	-0.5%	-11.5%	-6.5%
CNc1nc(-c2c(C)noc2C)nc2ccccc12	?	-1.3%	2.0%
CCN(CC)CCCNc1nnc(C)c(=O)[nH]1	-3.4%	0.8%	-1.8%
CNC(=O)C(=O)Nc1cc2c3c(c1)CCC(=O)N3CCC2	-1.3%	0.4%	17.1%

Compounds from the list above that contain a tert-butyl group, in the order listed:
SMILES	KAT2A inh	TDP1 cell noCPT	DT40 TDP1 CPT
Cc1c(N)c(C(C)(C)C)cc(C(C)(C)C)c1[N+](=O)[O-]	-4.7%	?	?
CC(C)(C)c1ccc(S(=O)(=O)NC(=O)C2(C)CCN2C(=O)C2CCCCC2)cc1 (stereo not given)	.	11.9%	1.7%
CC(C)(C)c1ccc(-n2ncc3c2CCCC3NC(=O)c2ccco2)cc1 (stereo not given)	.	14.6µM*	20.6µM*
